Source: PubChem BioAssay (The Scripps Research Institute Molecular Screening Center)
ADAM17 inh – inhibitors of human ADAM17 | recombinant ADAM17, EDANS/DABCYL FRET peptide cleavage | inhibition, % at 6.95 µM | actives 0.83% (n = 370,000);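 active = inhibition above the mean of compounds lying between control limits plus 3 SD, set per campaign, cut at about 8.5% in these data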;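 note: 0% = DMSO-only wells as the low control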
Tn6 DDE FP – DD(E)-Tn6 binding inhibition, primary FP screen; Fibrin DD(E) TRITC-Tn6 fluorescence polarization displacement; P02675; actives 0.21% (n = 370,000); inhibition, % at 8.3 µM;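 active = inhibition above a per-campaign cutoff: mean of compounds within control limits plus 3 SD, cut at about 15% in these data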;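 note: 0% = median of all compound wells on the plate and 100% = blocking peptide control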
DDE Tn7 FP inh – DD(E)-Tn7 binding inhibition, primary FP screen; FP displacement of FITC-Tn7 peptide from fibrin DD(E); 0% = median of compound wells per plate; inhibition, % at 8.3 µM; actives 0.13% (n = 370,000); AID 720508; P02675;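 active = inhibition above the mean of compounds falling within the control limits plus 3 SD of them, cut at about 14% in these data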;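 note: 0% = plate median of compound wells and 100% = 10 µM Aha-Tn7 peptide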
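Also added: labelled Tn7 tracer, 0.1 µM; Assay system: human fibrin DD(E) protein; Amount: 2 µM fibrin DD(E); Schedule: 10 min compound pre-incubation, 3 h probe incubation at room temperature; Repeats: one replicate per compound; Read-out basis: percent inhibition; Measured by: fluorescence polarization of the labelled Tn7 tracer.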
KLK7 zymogen act – activates the human kallikrein-7 zymogen; purified proKLK7, EDANS-DABCYL substrate fluorescence; 100% is mature enzyme control, 0% vehicle; activation, % at 7 µM; actives 0.9% (n = 370,000);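 active = activation above the mean of all tested compounds plus 3 SD, computed per campaign excluding outliers beyond control limits, cut at about 13% in these data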
ASAP1 GAP inh – blocks human ASAP1-stimulated Arf1 GTP hydrolysis; GDP FP detection; actives 0.19% (n = 360,000); Q9ULH1; inhibition, % at 16.5 µM; in the data active = inhibition above about 25%;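 note: 0% = vehicle with enzyme and substrate and 100% = no enzyme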
ARFGAP1 inh – inhibits rat ARF GTPase activating protein 1; Arfgap1-stimulated ARF1 GTP hydrolysis, GDP FP detection; inhibition, % at 16.5 µM; actives 0.26% (n = 360,000);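 active = inhibition above a per-plate limit, mean inhibition of low control wells plus 3 SD, cut at about 25% in these data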;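 note: 0% = DMSO wells with enzyme and 100% = wells lacking Arfgap1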
Target sequence (Q62848 1-136 limits assumed): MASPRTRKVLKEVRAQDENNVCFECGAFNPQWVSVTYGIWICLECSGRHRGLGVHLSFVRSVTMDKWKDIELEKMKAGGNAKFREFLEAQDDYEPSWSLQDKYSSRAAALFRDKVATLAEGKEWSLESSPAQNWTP
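Assay system: Rat Arfgap1 GAP domain (His6, aa 1-136), purified enzyme | Buffer or medium: HEPES 25 mM pH 7.5, NaCl 150 mM, MgCl2, DTT | Schedule: GTP hydrolysis reaction 2 h at 25 °C | Signal: FP of antibody-bound GDP Alexa 633 tracer, ex 620/em 688 nm | Measure: Percent inhibition of Arfgap1-stimulated GTP hydrolysis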
PLC-beta3 inh – PLC-beta3 (human) inhibition, primary screen. Q01970. Purified PLC-beta3, fluorogenic substrate, fluorescence. inhibition, % at 12.2 µM. actives 0.18% (n = 370,000); in the data active = inhibition above about 11%;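 note: 0% = median of compound wells on plate and 100% = full blocker control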
UHRF1 MBD2 ctr – blocks human UHRF1 binding to methylated DNA | Q96T88 | UHRF1 binding to methylated oligo, TR-FRET | inhibition, % at 4.4 µM | actives 0.75% (n = 370,000); in the data active = inhibition above about 21%;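 note: UHRF1 SRA domain binding a hemimethylated CpG hairpin DNA probe; 0% = median of test compound wells and 100% = reference inhibitor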
Target sequence (Q96T88 whole entry, looked up, the tested form may be a part): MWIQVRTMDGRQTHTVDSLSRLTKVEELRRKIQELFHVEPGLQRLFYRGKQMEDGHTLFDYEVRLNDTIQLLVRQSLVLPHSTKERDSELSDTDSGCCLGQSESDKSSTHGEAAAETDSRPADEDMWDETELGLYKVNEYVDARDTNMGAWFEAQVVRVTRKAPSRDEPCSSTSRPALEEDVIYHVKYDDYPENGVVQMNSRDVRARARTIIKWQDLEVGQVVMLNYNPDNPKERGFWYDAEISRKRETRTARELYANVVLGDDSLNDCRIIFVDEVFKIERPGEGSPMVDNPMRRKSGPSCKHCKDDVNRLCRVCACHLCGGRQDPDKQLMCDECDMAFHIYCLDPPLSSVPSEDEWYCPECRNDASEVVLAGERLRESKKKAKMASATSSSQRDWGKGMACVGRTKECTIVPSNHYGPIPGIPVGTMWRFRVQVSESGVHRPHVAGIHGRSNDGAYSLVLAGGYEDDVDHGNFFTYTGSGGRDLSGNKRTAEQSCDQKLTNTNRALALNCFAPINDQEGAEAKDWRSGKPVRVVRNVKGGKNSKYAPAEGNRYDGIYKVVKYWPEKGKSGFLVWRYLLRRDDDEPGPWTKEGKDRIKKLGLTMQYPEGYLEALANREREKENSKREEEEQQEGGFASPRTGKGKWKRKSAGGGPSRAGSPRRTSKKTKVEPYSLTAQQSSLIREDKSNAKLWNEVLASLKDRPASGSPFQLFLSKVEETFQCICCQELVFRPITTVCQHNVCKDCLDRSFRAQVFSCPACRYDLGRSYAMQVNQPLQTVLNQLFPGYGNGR
MBD2 inh – blocks human MBD2 binding to methylated DNA | Q9UBB5 | TR-FRET, MBD2 binding to methylated oligonucleotide | inhibition, % at 4.4 µM | actives 0.31% (n = 370,000) | AID 686964; in the data active = inhibition above about 13%
PLC-gamma1 inh – blocks human PLC-gamma1 enzyme activity. purified PLC-gamma1, fluorogenic substrate, fluorescence. actives 0.84% (n = 370,000). inhibition, % at 12.2 µM; in the data active = inhibition above about 9.5%
* marks the source's active call; other numbers are inactive results; i = inactive; · = no result given.

SMILES | ADAM17 inh | Tn6 DDE FP | DDE Tn7 FP inh | KLK7 zymogen act | ASAP1 GAP inh | ARFGAP1 inh | PLC-beta3 inh | UHRF1 MBD2 ctr | MBD2 inh | PLC-gamma1 inh
Cc1c(/C(O)=C2\C(=O)C(=O)N(CCCN(C)C)C2c2cccs2)cnn1-c1ccccc1 (stereo unspecified) | -1 | 4 | 10 | 0.3 | -1 | 3 | -9 | -2 | -6 | -2
COc1ccc(C(=O)/C=C/NCc2ccc(F)cc2)cc1OC | -1 | 0 | 5 | 0.3 | -2 | 7 | -27 | 4 | 3 | -20
CC(=O)Nc1sc(C)c(C)c1C(=O)OC(C)C | 3 | -5 | -5 | 0.2 | 4 | 3 | 1 | -2 | 3 | 1
Cc1ccc(NC(=O)CC(C(=O)O)c2ccccc2)cc1 (stereo unspecified) | -3 | -5 | 1 | -0.1 | 4 | 1 | -1 | -2 | 2 | 1
CCOc1ccccc1Nc1ccc(C(=O)O)cc1N | -18 | -1 | -2 | -8.2 | 1 | -10 | -52 | 5 | -1 | -37
COC(=O)[C@]12C[C@H](CC(=O)NCc3cccc4ccccc34)C(=O)N(CCc3ccc(OC)c(OC)c3)C1=C[C@H](COCc1ccccc1)O[C@@H]2C | 4 | -2 | 6 | 0.0 | · | · | 2 | -4 | -5 | 4
COc1cccc(/C=C2/C(=O)NN(c3ccc(C)c(C)c3)C2=O)c1 | 2 | -5 | -16 | 0.1 | -8 | 3 | -12 | -4 | -7 | 1
Cc1cc(C)c(/C=C(\C#N)C(N)=S)c(C)c1 | 1 | 2 | -6 | 0.4 | 4 | -5 | -2 | -2 | -2 | 0
CC(C)N(Cc1ccccc1)C(=O)COC(=O)c1ccc2c(c1)OCCO2 | 0 | -3 | -3 | -1.3 | -1 | 7 | -1 | 0 | -1 | 0
CC(C)C[C@H](NC1(C(=O)NC2CCCCC2)CCN(C(=O)OC(C)(C)C)CC1)C(=O)NCCc1c[nH]c2ccccc12 | 3 | 1 | 0 | · | · | · | 2 | 1 | -1 | 1
Cn1c(=O)c2cc(NC(=S)NCc3ccccc3F)ccc2n1Cc1cccc(C(F)(F)F)c1 | -228 | 12 | -2 | -1.8 | -5 | 5 | -423 | 1 | -1 | -320
COC(=O)c1sccc1NC(=S)Nc1cc(C)cc(C)c1 | -3 | 6 | 6 | -0.7 | -5 | -3 | -1 | 5 | 2 | -2
Cc1cc(-c2ccccc2)nc2[n+]1CCN2C | -42 | 8 | 2 | 2.1 | -1 | -7 | -134 | -1 | -5 | -109
Cn1c(C(=O)NCC2CCCO2)cc2c(=O)n3ccccc3nc21 (stereo unspecified) | i | -1 | 2 | 59* | 9 | -3 | i | -1 | -3 | i
Cc1cc(C)n(C(=O)CCC(=O)Nc2ccc(C)c(C)c2)n1 | 1 | -2 | -8 | -0.3 | 7 | 4 | 3 | -1 | -3 | 0
Cc1cc(C)cc(NC(=O)C[n+]2ccccc2)c1 | -1 | -5 | 0 | -0.7 | 18 | 8 | -2 | 0 | 3 | -2
COc1ccc(Nc2nc(N3CCN(S(C)(=O)=O)CC3)nc3ccccc23)c(OC)c1 | -113 | -6 | -5 | -36 | 3 | -1 | -47 | 0 | 0 | -35
CCCCCCCCN1C(=O)C(O)=C(C(C)=O)C1c1ccccn1 (stereo unspecified) | -1 | 4 | -1 | 1.8 | -11 | 0 | -4 | -1 | -2 | -1
O=C(COC(=O)c1ccc(CO)cc1)c1ccc(S(=O)(=O)N2CCCCC2)cc1 | -4 | -5 | 6 | 0.4 | 7 | 13 | -11 | 2 | 2 | 0
CCCCC(=O)Nc1cc(OC)c(NC(=S)Nc2ccc(OC)cc2)cc1OC | 1 | -5 | 1 | 0.3 | 6 | 9 | -5 | -3 | -3 | -2
O=C(O)c1cc(S(=O)(=O)Nc2ccc3cn[nH]c3c2)ccc1Cl | 1 | 3 | -3 | 0.0 | 7 | 1 | -14 | 1 | -4 | 1
COc1cc(C(O)c2nc(/C=C/c3ccccc3)cs2)ccc1F (stereo unspecified) | 17* | -7 | 3 | -0.3 | 10 | 8 | 1 | -1 | -10 | -3
CCn1cc(/C=C(\NC(=O)c2ccc(C)cc2)C(=O)NCCCN2CCOCC2)c2ccccc21 | 2 | 4 | 2 | 0.3 | -3 | 2 | -7 | -3 | 0 | -2
Cc1ccc(/C=N/NC(=O)c2cc(-c3ccncc3)nc3ccccc23)o1 | 3 | 3 | 2 | 0.2 | -3 | 10 | -8 | -2 | -1 | -4
CC(C)[C@H](NC(=O)c1ccccc1)C(=O)OCC(=O)Nc1sccc1C(N)=O | -1 | 7 | 0 | -0.1 | 13 | 12 | 3 | -2 | -2 | -1
CCN(CC)CCCNc1nc(N)c([N+](=O)[O-])c(N2CCCCCC2)n1 | -4 | -3 | -2 | 0.3 | -1 | 1 | -4 | 2 | 3 | 3
CCSc1nc2ccccc2n1C(=O)c1ccc(S(=O)(=O)N2CCCCCC2)cc1 | -2 | -3 | -5 | 0.4 | 5 | -1 | -2 | -1 | 4 | 3
O=C(COC(=O)Cc1ccc(Cl)cc1)NCCc1ccccc1 | -7 | 1 | -7 | 0.1 | 3 | 1 | -8 | 9 | 8 | -1
O=C(CCC1CCCCC1)Nc1cc(Cl)ccc1N1CCOCC1 | -2 | 2 | 6 | -0.1 | -2 | 14 | -8 | 2 | -3 | 1
CC(C)n1c(=S)[nH]c2cc(Cl)ccc21 | -3 | -7 | 3 | 0.2 | 18 | 15 | -9 | 4 | 5 | 0
c1ccc(CSc2nnc3ccc(-c4cccs4)nn23)nc1 | -12 | 2 | -2 | 2.2 | -8 | -3 | -90 | -1 | -4 | -54
COc1ccc(-c2cc(=O)oc3cc(OC(=O)C4CCCCC4)c(Cl)cc23)cc1 | -144 | 1 | 3 | 64* | 4 | -3 | i | 4 | 0 | i
COc1ccc(N2CCN(C(=O)c3ccc(CNc4c(N5CCOCC5)c(=O)c4=O)cc3)CC2)cc1 | 0 | -7 | -6 | 0.2 | 6 | 2 | 3 | 0 | -6 | 0
COc1ccccc1Nc1nnc(SCC2CCCCO2)s1 (stereo unspecified) | -1 | 2 | 2 | 0.1 | 3 | 9 | -4 | 4 | -1 | 2
O=C(NCc1ccco1)C1CCCN1C(=O)Nc1ccc(Cl)cc1 (stereo unspecified) | 1 | -2 | 1 | 0.5 | 6 | 14 | 3 | 0 | -1 | 1
COc1cccc2cc(C(=O)CC3(O)C(=O)N(Cc4ccccc4)c4ccccc43)c(=O)oc12 (stereo unspecified) | -2 | 2 | 12 | 0.1 | 1 | 5 | -7 | -1 | -4 | -6
COCCn1nnnc1C(c1ccc(Cl)cc1)N1CCSCC1 (stereo unspecified) | -5 | -3 | 6 | 0.2 | 3 | 5 | 2 | 2 | 3 | 2
COC(=O)C(Cc1ccccc1)NC(=O)CSc1nc(N)cc(=O)[nH]1 (stereo unspecified) | 0 | 3 | 5 | 0.3 | -13 | -4 | 2 | -1 | 2 | 0
Cc1ccc(F)c(S(=O)(=O)NC(=O)C2(C)CCN2C(=O)Cc2cccs2)c1 (stereo unspecified) | -5 | 1 | -4 | -0.1 | -1 | -5 | 3 | 19 | 10 | 3
CCCn1c(N)c(NCCN2CCOCC2)c(=O)[nH]c1=O | -15 | -7 | 4 | -0.6 | 2 | 5 | -5 | -1 | 2 | -4

Entries of single compounds, looked up by structure. Order of values: ADAM17 inh | Tn6 DDE FP | DDE Tn7 FP inh | KLK7 zymogen act | ASAP1 GAP inh | ARFGAP1 inh | PLC-beta3 inh | UHRF1 MBD2 ctr | MBD2 inh | PLC-gamma1 inh
`c1ccc(CSc2nnc3ccc(-c4cccs4)nn23)nc1` as listed: -12 | 2 | -2 | 2.2 | -8 | -3 | -90 | -1 | -4 | -54
`CCCCCCCCN1C(=O)C(O)=C(C(C)=O)C1c1ccccn1` (stereo unspecified) as listed: -1 | 4 | -1 | 1.8 | -11 | 0 | -4 | -1 | -2 | -1
`CC(C)N(Cc1ccccc1)C(=O)COC(=O)c1ccc2c(c1)OCCO2` as listed: 0 | -3 | -3 | -1.3 | -1 | 7 | -1 | 0 | -1 | 0

(cont.)
SMILES | ADAM17 inh | Tn6 DDE FP | DDE Tn7 FP inh | KLK7 zymogen act | ASAP1 GAP inh | ARFGAP1 inh | PLC-beta3 inh | UHRF1 MBD2 ctr | MBD2 inh | PLC-gamma1 inh
Cn1nnc(NC(=S)NC(=O)c2cc3ccccc3o2)n1 | -5 | -4 | 1 | 0.6 | 8 | 4 | -1 | 0 | 0 | -1
O=C(CC1C=CCC1)OCCN1CCN(C2CN(Cc3cn(Cc4ccccc4Cl)nn3)S(=O)(=O)C2)CC1 (stereo unspecified) | 0 | 3 | 2 | -0.3 | · | · | 5 | 3 | 0 | 0
Cc1ccc(S(=O)(=O)Nc2nnc(C3CCCCC3)s2)cc1 | -4 | 3 | 6 | -1.0 | -5 | -6 | -11 | 1 | 0 | 1
O=C(COC(=O)CSc1ccc(F)cc1)NCCCc1ccccc1 | 0 | 6 | 1 | -0.6 | 0 | 1 | -3 | 1 | -2 | -3
Nc1ncnc2c1ncn2[C@@H]1O[C@H](CNC(=O)[C@@H](N)C2CCCCC2)[C@@H](O)[C@H]1O | -4 | -5 | 4 | -0.1 | -7 | -2 | 3 | 0 | 4 | 0
C=CCNC(=S)N/N=C(\C)c1ccccn1 | -2 | -4 | -6 | -0.3 | 11 | 2 | 0 | -9 | -2 | 1

Grouped by structure: the compounds so far with fluorine
SMILES | ADAM17 inh | Tn6 DDE FP | DDE Tn7 FP inh | KLK7 zymogen act | ASAP1 GAP inh | ARFGAP1 inh | PLC-beta3 inh | UHRF1 MBD2 ctr | MBD2 inh | PLC-gamma1 inh
COc1ccc(C(=O)/C=C/NCc2ccc(F)cc2)cc1OC | -1 | 0 | 5 | 0.3 | -2 | 7 | -27 | 4 | 3 | -20
Cn1c(=O)c2cc(NC(=S)NCc3ccccc3F)ccc2n1Cc1cccc(C(F)(F)F)c1 | -228 | 12 | -2 | -1.8 | -5 | 5 | -423 | 1 | -1 | -320
COc1cc(C(O)c2nc(/C=C/c3ccccc3)cs2)ccc1F (stereo unspecified) | 17* | -7 | 3 | -0.3 | 10 | 8 | 1 | -1 | -10 | -3
Cc1ccc(F)c(S(=O)(=O)NC(=O)C2(C)CCN2C(=O)Cc2cccs2)c1 (stereo unspecified) | -5 | 1 | -4 | -0.1 | -1 | -5 | 3 | 19 | 10 | 3
O=C(COC(=O)CSc1ccc(F)cc1)NCCCc1ccccc1 | 0 | 6 | 1 | -0.6 | 0 | 1 | -3 | 1 | -2 | -3
